Screens as filed in PubChem BioAssay.
Tb PFK inh: inhibitors of T. brucei phosphofructokinase | T. brucei PFK, ADP-Glo luminescence | Potency, µM (titrated, usually from 57.5 µM), for inactives: top-dose activity, negative = inhibition, most hits filed as inhibitors | 330,000 tested, 0.17% active;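 note: potency is the fitted concentration of half-maximal effect; 0% = uninhibited 1x PFK enzyme wells and -100% = no-enzyme wells; nearly all actives have a fitted effect of over 60% in size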
Target sequence (O15648 whole entry, looked up): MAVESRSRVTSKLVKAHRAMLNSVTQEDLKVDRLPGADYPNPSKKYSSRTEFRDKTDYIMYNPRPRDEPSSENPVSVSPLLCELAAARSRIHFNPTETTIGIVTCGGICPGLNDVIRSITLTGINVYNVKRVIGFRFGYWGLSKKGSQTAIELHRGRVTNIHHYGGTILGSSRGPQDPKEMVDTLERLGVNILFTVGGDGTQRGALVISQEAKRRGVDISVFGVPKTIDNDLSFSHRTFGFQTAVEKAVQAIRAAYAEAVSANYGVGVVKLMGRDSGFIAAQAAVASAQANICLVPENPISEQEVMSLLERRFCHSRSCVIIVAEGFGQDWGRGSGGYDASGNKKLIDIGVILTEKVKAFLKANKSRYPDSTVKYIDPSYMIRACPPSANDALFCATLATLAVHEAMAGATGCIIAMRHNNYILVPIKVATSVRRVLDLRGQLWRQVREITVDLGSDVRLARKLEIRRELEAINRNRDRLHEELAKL
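Luminescent ADP detection (ADP-Glo, two-step: ATP depletion then ADP-to-ATP conversion for luciferase) reported PFK activity after 45 min room-temperature reaction of 1.25 nM enzyme with 0.5 mM F6P and 0.1 mM ATP at pH 8.0.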
S-ASM inh: inhibitors of human secretory acid sphingomyelinase. P17405. placental ASM, HMU-PC fluorogenic substrate, 60 min. Potency, µM (series often up to 57.5 µM), without a hit: top-dose activity change, negative = inhibition, usual class: inhibitors. 340,000 tested, 0.006% active. AID 504937; note: potency is the fitted concentration of half-maximal effect
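Steps: dispense placental human ASM, pin compound, wait 10 min at room temperature, add HMU-PC0 substrate at 9 uM final, incubate 60 min at 37 °C, add stop solution raising pH to 10, read fluorescence.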
Menin-MLL TR inh: inhibitors of human menin-MLL interaction, mutant MLL peptide; Potency, µM (top dose mostly 61.6 µM), for the others: top-dose FP activity change, negative = inhibition, usual class: inhibitors; Menin + Texas Red MLL mutant peptide, fluorescence polarization; AID 1768; 270,000 tested, 0.23% active; O00255; active = well fitted inhibition curve with a large enough effect in the polarisation, with a control signal flat, not every such curve was filed as active; inconclusive = small, poorly fitted or top-dose-only effect, or effect the other way, or a change in a side signal; inactive = no such curve, though single readings can be large or run the other way; the % refers to the polarisation; note: potency is the fitted concentration of half-maximal effect; % of control where 0% means no effect; many of its hits are not listed in these tables
BCR signal inh: chronic active BCR signaling inhibition | ABC-DLBCL IkBa-CBG/CBR reporter, luminescence ratio, 4 h | Potency, µM (top dose mostly 46.1 µM), without a hit: top-dose ratio change, negative = lower green/red ratio, most hits filed as inhibitors | 340,000 tested, 0.05% active; active = well fitted inhibition curve with a large enough effect in the signal ratio, with a control signal flat, not every such curve was filed as active; inconclusive = small, poorly fitted or top-dose-only effect, or effect the other way, or a change in a side signal; the % refers to the signal ratio;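 note: potency is the fitted concentration of half-maximal effect; plate controls were basal doxycycline-induced cells for no effect and cells given 10 µM MG132 for full effect; MG132 reads +100%, hits lower the ratio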
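Compounds up to 46 uM were incubated four hours with TMD8 cells whose green CBG68 luciferase is fused to IkappaBalpha; red CBR luminescence normalised the signal, and concentration-effect curves were fitted to fusion, red and ratio data.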
Giardia killer: Giardia lamblia killing; activity change, % at 7.66 µM, hits read low; Giardia lamblia trophozoite viability; 340,000 tested, 0.15% active; in the data active = activity change below about -80%; inconclusive = between about -30% and that limit;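 note: parasites exposed to compound for two days anaerobically before the ATP read; % is set by controls: 0 for no effect and ±100 for the full control effect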
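Killing of trophozoites was scored by loss of ATP luminescence after a 48 hrs anaerobic exposure to compounds at 37 deg C, using 100 cells per well.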
Integrin act MD: integrin-mediated muscular dystrophy alleviation activation. Potency, µM (top dose mostly 38.3 µM), inactives show at the highest dose activation, usual class: activators. alpha7betagal myoblasts, beta-gal FDG fluorescence, 48 h. 350,000 tested, 0.064% active;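 note: potency is the fitted concentration of half-maximal effect; 100% = response of the positive control SU9516; nearly all actives have a fitted effect of over 60% in size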
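alpha7betagal+/- myoblasts (passage 13, 250/well) treated 48 h at 37C with compounds at 1:260 dilution of DMSO stock. Lysed, then beta-galactosidase activity read as FDG fluorescence (ex 480/em 540) after 30 min, with pre-read for autofluorescence.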
Coupling enz: inhibits coupling enzyme system, counter-screen for aldolase hits | coupling enzyme system counterscreen, AmpLite Red fluorescence | activity change, negative = inhibition, % at 58.2 µM, hits read low | 290,000 tested, 0.67% active; in the data active = activity change below about -30%; note: % is set by controls: 0 for no effect and ±100 for the full control effect
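Counterscreen lacking aldolase: glyceraldehyde-3-phosphate coupling-enzyme reagent preincubated 10 min at RT with compound (at 57.5 uM final), then substrate/coupling system with AmpLite Red added; fluorescence read at 525/598 nm after 20 min RT.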
B2AR arrestin: agonists driving beta-arrestin recruitment to human beta2-adrenergic receptor. AID 492947. 330,000 tested, 0.02% active. beta-arrestin recruitment to beta2AR, cell-based reporter. Potency, µM (titrated, usually from 46.1 µM), inactives show at the highest dose activation, usual class: activators. P07550;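 note: potency is the fitted concentration of half-maximal effect; 0% = DMSO controls and full agonism = EC100 isoproterenol or metaproterenol; nearly all actives have a fitted effect of over 65% in size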
Target sequence (P07550 whole entry, looked up): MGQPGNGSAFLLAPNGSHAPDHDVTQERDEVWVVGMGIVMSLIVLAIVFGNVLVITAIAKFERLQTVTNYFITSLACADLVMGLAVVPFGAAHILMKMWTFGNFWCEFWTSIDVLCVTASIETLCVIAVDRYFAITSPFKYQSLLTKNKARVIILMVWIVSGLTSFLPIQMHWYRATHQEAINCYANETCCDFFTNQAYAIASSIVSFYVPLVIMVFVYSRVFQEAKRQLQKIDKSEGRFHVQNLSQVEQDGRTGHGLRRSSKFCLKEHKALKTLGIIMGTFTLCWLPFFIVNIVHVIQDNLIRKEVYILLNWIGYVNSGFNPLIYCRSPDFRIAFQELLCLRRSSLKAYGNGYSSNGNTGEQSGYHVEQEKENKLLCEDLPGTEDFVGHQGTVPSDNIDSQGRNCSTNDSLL
GALK inhibitor: inhibitors of human galactokinase; P51570; Purified GALK, Kinase-Glo residual ATP luminescence; Potency, µM (doses to about 57.5 µM), for inactives: top-dose activity change, negative = inhibition, hits mostly inhibitors; 270,000 tested, 0.007% active; note: potency is the fitted concentration of half-maximal effect; % is set by controls: 0 for no effect and ±100 for the full control effect
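Galactose (100 uM) and ATP (35 uM) were turned over by 5 nM GALK for 1 h at RT. Kinase-Glo Plus then converted the remaining ATP into a luminescent signal.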
PKM2 activator: PKM2 (human) enzyme activation. purified PKM2, Kinase-Glo ATP luminescence, activation; response scale: 0% is enzyme alone, no compound. Potency, µM (titrated, usually from 57.5 µM), inactives show at the top dose activation, most hits filed as activators. 260,000 tested, 0.34% active; note: potency is the fitted concentration of half-maximal effect; % is set by controls: 0 for no effect and ±100 for the full control effect; nearly all actives have a fitted effect of over 55% in size
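hPK-M2, >95% pure; 0.1 mM ADP / 0.5 mM PEP final; imidazole pH7.2 buffer w/ 7 mM MgCl2, 50 mM KCl; 1 h RT; Kinase-Glo lum. Intermediate enzyme activity for dual inhibitor/activator qHTS.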
PTAP TSG101 blk: blocks PTAP/TSG101 interaction to inhibit HIV-1 budding. Q99816. Fluorescence polarization, FITC-PTAP peptide / Tsg101 binding. Potency, µM (doses to about 115 µM), without a hit: at the top dose activity change, negative = inhibition, usual class: inhibitors. 340,000 tested, under 10 active. AID 493005; active = well fitted inhibition curve with a large enough effect in the main read-out, with a control signal flat, not every such curve was filed as active; inconclusive = small, poorly fitted or top-dose-only effect, or effect the other way, or a change in a side signal; inactive = no such curve, though single readings can be large or run the other way; note: potency is the fitted concentration of half-maximal effect; % of control where 0% means no effect
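Compounds were pin-transferred onto Tsg101 binding domain (10 uM final) in HEPES pH 7.5 buffer, then FITC-PTAP peptide was added at 50 nM final. After 20 min at RT, polarization reported peptide displacement across a qHTS concentration series.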
The depositor's hits bear a star; ? = inconclusive; . = not tested or not shown; [ ] = remark or other dose. Unless noted, calls come from the whole dose curve; as a rule, active = well fitted curve in the direction sought with a large enough effect; inconclusive = small, poorly fitted or top-dose-only effect, or another doubt; inactive = no such curve, though single readings can be large; an effect the other way counts as inactive or inconclusive. These rows are one share of the data (hit frequency here may not be typical).

SMILES	Tb PFK inh	S-ASM inh	Menin-MLL TR inh	BCR signal inh	Giardia killer	Integrin act MD	Coupling enz	B2AR arrestin	GALK inhibitor	PKM2 activator	PTAP TSG101 blk
O=C(NC1CCCC1)C(c1ccccc1F)N(C(=O)c1csnn1)c1ccccc1 (stereo not drawn)	-7%	0%	-21%	-3%	1	28%	0	0.0%	14%	2%	-1%
CCCCCCn1c(SCC(=O)OC)nc2c1c(=O)[nH]c(=O)n2C	?	-1%	-6%	1%	20	-17%	-3	-0.4%	1%	-12%	-2%
CC(=O)Nc1nc(-c2ccccc2)cc(-c2ccco2)c1C#N	1%	43%[activator]	.	14%	6	?	.	-0.3%	.	.	-7%
CCC1CCCCN1C(=S)NC(=O)c1cccc([N+](=O)[O-])c1 (stereo not drawn)	0%	6%	.	?	0	-29%	.	0.4%	-3%	-3%	-2%
Cc1cc(NC(=O)CSc2nc(-c3ccc(Cl)cc3)cs2)no1	-4%	-2%	-2%	15%	6	3%	1	-0.5%	0%	14%	-1%
O=[N+]([O-])c1cccc(NC(=S)N2CCOCC2)c1	9%	-1%	-1%	-4%	12	?	1	0.2%	-1%	1%	-5%
CCN1C(=O)NC(c2cccnc2)C(C(=O)OC)=C1C (stereo not drawn)	-1%	3%	-15%	?	4	3%	1	-0.2%	-3%	1%	-16%
O=C(c1ccco1)N1CCN(C(=O)C2c3ccccc3Oc3ccccc32)CC1	-8%	-2%	1%	3%	-2	-28%	4	0.2%	-1%	6%	-3%
O=C(Nc1ccccc1N1CCOCC1)c1ccco1	-2%	13%	-3%	1%	-15	13%	7	-0.6%	12%	.	-9%
O=c1nc(-c2ccccc2)n(-c2ccc(Cl)cc2)[nH]1	0%	6%	0%	-7%	-2	13%	12	-0.2%	0%	3%	-2%
CCOc1ccc(-n2c(=S)sc3c(=O)[nH]c(SCC(=O)C(C)(C)C)nc32)cc1	-3%	-3%	?	?	4	0%	2	-0.1%	5%	6%	-5%
Cn1cnc([N+](=O)[O-])c1SCC(=O)NN	1%	3%	.	?	6	-16%	-2	0.0%	2%	6%	-3%
COc1ccc(CN2CCCC(CO)(Cc3ccc(F)cc3)C2)cc1C (stereo not drawn)	1%	-2%	-18%	?	6	-13%	0	-0.2%	1%	-3%[11.5 µM]	0%
COc1ccccc1NC(=O)C1CCN(C(=O)c2ccc(C(C)(C)C)cc2)CC1	0%	-22%	-16%	-2%	-3	-5%	-4	-0.2%	6%	.	-4%
COc1cc(C2NC(=O)NC(c3ccccc3)=C2C(C)=O)ccc1OCC(=O)O (stereo not drawn)	-4%	2%	-4%	-20%	10	-16%	0	-0.1%	-2%	3%	-2%
O=C(c1ccc(F)cc1F)N1CCN(c2ncccn2)CC1	2%	2%	-2%	-3%	1	1%	4	-0.2%	-1%	-1%	-7%
OCCSc1nc2ccccc2n1CCOc1ccccc1	-5%	-2%	-12%	?	6	16%	4	-0.1%	2%	-2%	-7%
COc1cc(-c2nc3ccc4ccccc4c3c3c2CCC3)ccc1O	1%	-21%	7%	-4%	4	18%	0	-0.8%	-1%	4%	0%
CC1=CC(C)=Nc2ccccc2N1	-3%	9%	2%	-3%	3	12%	-4	-0.1%	2%	-8%	0%
COc1ccc(-c2nc(CN3CCCCC3CCc3ccccn3)c(C)o2)cc1 (stereo not drawn)	-1%	5%	-9%	19%	12	-33%	3	0.0%	4%	-7%	0%
CC(C)(C)n1nc2c(c1NC(=O)c1cc3ccccc3o1)CSC2	0%	3%	10%	6%	-19	10%	0	-1.1%	-2%	5%	0%
CCCN(Cc1ccccc1)C(=S)Nc1ccc(F)cc1	-1%	-3%	-4%	1%	-27	-11%	0	-0.3%	-2%	-1%	-5%
O=C(NCc1nnc(SCc2ccc(C(F)(F)F)cc2)n1-c1ccccc1)C12CC3CC(CC(C3)C1)C2	0%	-1%	?	11%	-3	16%	0	-1.6%	-4%	0%	-2%
CCOc1ccccc1NC(=O)Nc1cc(C(=O)O)ccc1C	1%	1%	2%	?	12	?	4	0.3%	2%	5%	-9%
COC(=O)[C@H](Cc1ccccc1)NC(=O)NCc1ccccc1	-4%	-1%	.	11%	-2	8%	5	-0.3%	1%	6%	1%
Cn1c(SCC(=O)NCc2cccs2)nnc1-c1ccco1	-1%	5%	17%	1%	-4	2%	0	-0.1%	0%	2%	1%
COc1ccc(NC(=O)CN(C)C(=O)c2ccc(-c3ccccc3Cl)o2)cc1	1%	-6%	.	-2%	-28	11%	.	0.2%	.	.	-7%
Cc1ccc(S(=O)(=O)N2CCN(C(=S)NCCc3ccccc3)CC2)cc1	2%	-1%	3%	2%	-9	21%	-2	0.3%	7%	-1%	-3%
O=C(Nc1nc(-c2ccccc2)cs1)C1CCCO1 (stereo not drawn)	-3%	-3%	-21%	?	-9	1%	1	-0.2%	0%	8%	-7%
Cc1cc(Nc2ccc3c(c2)OCCO3)n2ncnc2n1	4%	0%	0%	-8%	-11	-16%	-1	-1.1%	0%	2%	-4%
CCCS(=O)(=O)N1CCCC(C(=O)Oc2ccccc2Cl)C1 (stereo not drawn)	-6%	2%	-3%	-1%	-5	-5%	3	-2.8%	5%	-2%	-1%
CN1CCN(C(=O)CCC(=O)NCc2ccc(F)cc2)CC1	-3%	1%	3%	2%	-14	26%	0	0.0%	0%	-1%	0%
COc1ccc(/C(C)=N/Nc2ccc(C(=O)O)cc2)cc1OC	6%	1%	0%	?	-15	12%	-1	-0.4%	0%	0%	3%
COc1ccc(C2CC(c3ccccc3)=NN2C(=O)CSc2ncccn2)cc1 (stereo not drawn)	1%	-3%	1%	7%	-12	23%	-1	-0.3%	-1%	-12%	-1%
COc1ccc(C2=NS(=O)(=O)N(C)C(C(=O)N(C)Cc3ccccc3)=C2)cc1	0%	56%[activator]	11%	10%	2	19%	-1	-0.6%	.	3%	-10%
C/C(=N/NS(=O)(=O)c1ccc(C(C)(C)C)cc1)c1ccc2c(c1)OCO2	0%	-18%	2%	-3%	-1	17%	-2	0.5%	1%	0%	-14%
O=C(NCCc1ccccc1)c1cc(S(=O)(=O)N2CCCC2)ccc1F	0%	-1%	9%	4%	-15	15%	-3	0.4%	3%	.	1%
Cc1sc2nc(Cc3ccccc3)[nH]c(=O)c2c1-c1ccccc1	4%	-1%	-7%	-1%	-18	9%	1	-1.1%	3%	0%	2%
Cc1ccc(NC2=C/C(=N\S(=O)(=O)c3cccs3)c3ccccc3C2=O)c(C)c1	-4%	-14%	13%	?	-22	-55%[inhibitor]	-2	0.2%	0%	-6%	-10%
CC(=O)Nc1ccc(S(=O)(=O)NCC(=O)NNC(=O)COc2c(C)cccc2C)cc1	1%	2%	.	-7%	-5	-17%	.	-1.5%	.	.	-3%
COc1ccc(C(=O)NCC(=O)N/N=C/c2ccco2)cc1OC	-1%	4%	-16%	?	4	-18%	0	-0.1%	1%	0%	-5%
Cc1ccccc1N1CCN(Cc2cc3c(cc2[N+](=O)[O-])OCO3)CC1	-2%	2%	4%	0%	-3	-42%	-2	-0.6%	3%	-5%	2%
Nc1sc(-c2ccccc2)cc1-c1n[nH]c(=S)n1C1CCCCC1	1%	-5%	.	?	-21	4%	0	-0.2%	-1%	4%	1%
COCc1nnc(NC(=O)CCCOc2ccccc2OC)s1	-2%	1%	-4%	-1%	8	-21%	2	0.0%	4%	13%	-6%
O=c1[nH]c(CN2CCN(Cc3ccc4c(c3)OCO4)CC2)nc2sc3c(c12)CCC3	-1%	.	14%	?	.	.	-3	0.1%	-3%	-13%	.
CC1CC(=O)C2=C(C1)Nc1ccccc1N(C(=O)COc1ccccc1)C2c1ccco1 (stereo not drawn)	4%	-2%	21%	14%	13	21%	1	-0.3%	0%	-4%	-2%
COc1ccc(C(=O)SC2=NCCS2)cc1OC	1%	1%	2%	-8%	-7	-17%	0	-0.4%	2%	8%	-5%
Cc1cc(C)c2c(C(C)(C)C)nn(-c3ccccc3)c2n1	2%	-5%	11%	1%	?	6%	0	0.4%	0%	.	-2%
CCN(CC)c1ccc(C2C3CCCCC3(O)CCN2C(=O)c2cccs2)cc1 (stereo not drawn)	0%	-6%	-26%	7%	1	21%	-5	-0.6%	-1%	-1%	-2%
Cc1ccccc1NC(=O)COc1nsnc1N1CCOCC1	-6%	-3%	?	?	-2	14%	3	0.1%	0%	11%	-6%
